Ecoli viability = counter-screen for AddAB inhibitors: E. coli growth inhibition; E. coli V3065 growth, OD600 absorbance, 18 h; inhibition, % at 11.9 µM; 330,000 compounds, 0.27% hits; AID 449728;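 active = inhibition above the campaign's mean inhibition across all tested compounds plus 3 SD, cut at about 9.9% in these data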;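 also: uninfected addAB+ strain grown without phage in ampicillin broth; 0% = DMSO wells and 100% = ciprofloxacin 0.95 µg/ml wells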
MOR-DOR ag = agonists of human mu-delta opioid receptor heterodimerization | cells, OPRM1-OPRD1 heterodimerization, luminescence | 340,000 compounds, 0.3% hits | P35372+P41143 | activation, % at 9.3 µM | AID 504326; in the data active = activation above about 18%;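 also: 0% = vehicle-treated cells and 100% = reference agonist; values of inactives mirror those of a sister screen read the other way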
Target sequence (P35372 whole entry, looked up): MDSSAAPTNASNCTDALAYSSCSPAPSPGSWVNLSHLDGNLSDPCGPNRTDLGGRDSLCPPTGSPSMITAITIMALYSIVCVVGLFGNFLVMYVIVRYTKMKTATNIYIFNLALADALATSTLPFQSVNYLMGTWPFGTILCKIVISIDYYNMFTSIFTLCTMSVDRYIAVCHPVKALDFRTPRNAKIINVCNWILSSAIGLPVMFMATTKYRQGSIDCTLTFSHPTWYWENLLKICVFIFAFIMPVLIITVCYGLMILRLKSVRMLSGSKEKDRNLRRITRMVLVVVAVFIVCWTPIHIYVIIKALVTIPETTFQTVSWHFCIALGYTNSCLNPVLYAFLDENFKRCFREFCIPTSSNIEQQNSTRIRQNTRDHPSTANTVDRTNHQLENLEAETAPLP
Target sequence (P41143 whole entry, looked up): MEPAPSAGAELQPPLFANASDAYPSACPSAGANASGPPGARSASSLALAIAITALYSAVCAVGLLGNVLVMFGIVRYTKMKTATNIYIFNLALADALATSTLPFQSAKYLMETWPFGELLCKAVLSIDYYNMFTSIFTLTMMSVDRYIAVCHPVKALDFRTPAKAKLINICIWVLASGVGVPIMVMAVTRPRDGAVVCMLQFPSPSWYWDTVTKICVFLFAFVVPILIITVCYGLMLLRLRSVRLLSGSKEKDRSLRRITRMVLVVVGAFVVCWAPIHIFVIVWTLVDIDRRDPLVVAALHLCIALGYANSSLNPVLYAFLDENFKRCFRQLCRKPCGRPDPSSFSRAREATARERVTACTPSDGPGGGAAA
PfHsp90 set2 = inhibits growth of yeast expressing Plasmodium falciparum Hsp90 | S. cerevisiae expressing PfHsp90, BacTiter-Glo ATP, 48 h; yeast lacking PDR1 and PDR3 efflux regulators | inhibition, % at 9.4 µM | 310,000 compounds, 0.32% hits | AID 504621;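 active = every replicate shows inhibition above about 80%, whatever the replicate mean, limit read from the data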;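 also: 0% = DMSO neutral controls and 100% = 20 µM radicicol positive controls; yeast relying on Plasmodium falciparum Hsp90 in place of its own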
PKA-R2B act = activators of human PKA-R2B complex | AID 504700 | 340,000 compounds, 0.079% hits | PKA-R2B holoenzyme dissociation, Cy5-IP20 fluorescence polarization; R2B truncated from residue 108, S112A mutant; 0% DMSO only, 100% 113 µM cGMP | activation, % at 11.4 µM | P22694+P31323;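 active = activation above a cutoff set at the mean over all compounds plus 3 SD, cut at about 18% in these data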;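 also: higher means more holoenzyme dissociation and a rise in polarization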
phage Ecoli inh = E. coli growth loss with phage present. growth absorbance. 360,000 compounds, 0.26% hits. inhibition, % at 11.9 µM; in the data active = inhibition above about 11%
AddAB inh = less growth of phage-infected E. coli with AddAB; E. coli expressing H. pylori AddAB, absorbance growth; 330,000 compounds, 0.29% hits; inhibition, % at 11.9 µM; in the data active = inhibition above about 12%;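 also: 0% = vehicle wells of infected cells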
SUMO Mot1 rescue = blocks SUMOylation pathway, rescuing yeast Mot1-301 growth; S. cerevisiae Mot1-301 growth rescue, ATP luminescence, 38.5C; percent above DMSO median, 100 means doubled; growth rescue, % at 18.8 µM; 320,000 compounds, 1% hits;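 active = every valid replicate shows activation above 250% relative to neutral control wells; inactive = the rest, any valid replicate at or below 250%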;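 also: OY570 slx delta 5 strain wells were the positive control but not used for scaling; some compounds called inactive have numbers as strong as hits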
HTR5A inv ag = counter-screen for OPRM1-OPRD1 inverse agonists: human HTR5A inverse agonism; P47898; HTR5A cell line, luminescence; inhibition, % at 9.3 µM; 340,000 compounds, 0.083% hits; AID 504634; in the data active = inhibition mostly above about 23%, no sharp cut-off; inactive = mostly below about 18%;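 also: 0% = cells with DMSO and 100% = no-cell wells with DMSO; some compounds called inactive have numbers as strong as hits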
MOR-DOR inv ag = inverse agonist of human OPRM1-OPRD1 heterodimerization; P35372+P41143; cell-based MOR-DOR heterodimer luminescence, inverse agonism; inhibition, % at 9.3 µM; 340,000 compounds, 0.21% hits; AID 504357; in the data active = inhibition above about 22%, passing the limit was not always enough;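 also: 0% = cells with DMSO and 100% = wells without cells with DMSO; values of inactives mirror those of a sister screen read the other way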
PKA-R1A act = activates the PKA-R1A holoenzyme complex; P00514+P68181; PKA-R1A dissociation, Cy5-IP20 fluorescence polarization; scaled: DMSO 0%, 113 µM cGMP 100%; activation, % at 11.4 µM; 340,000 compounds, 0.083% hits; AID 504707;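 active = percent activation above the mean of all tested compounds plus 3 SD, cut at about 19% in these data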;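 also: higher means more PKAc released from R1A so a rise in polarization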
Tat transport = E. coli Tat transport inhibition. E. coli MC4100 TorA-mCherry Tat export, fluorescence. inhibition, % at 10 µM. 340,000 compounds, 0.036% hits. AID 488895;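 active = mean replicate inhibition at least 50% and at least half of replicates individually reaching 50%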;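 also: exported cargo escapes ClpAP degradation while cytoplasmic cargo is degraded and loses fluorescence; 0% = median of neutral control wells and 100% = median of NaSCN control wells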
The depositor's hits bear a star; . = not tested or not shown.

SMILES	Ecoli viability	MOR-DOR ag	PfHsp90 set2	PKA-R2B act	phage Ecoli inh	AddAB inh	SUMO Mot1 rescue	HTR5A inv ag	MOR-DOR inv ag	PKA-R1A act	Tat transport
O=C(CN(Cc1ccco1)C(=O)CCC(=O)Nc1ccccn1)NCc1ccccc1	0.1	-2.5	17.5	-9.0	-2.6	2.9	14.9	7.6	14.1	-6.9	0.6
O=C1c2ccccc2CN1C(CO)Cc1ccccc1 (stereo unspecified)	-0.9	-2.9	-6.1	-0.1	0.5	-2.1	4.2	-12.4	13.6	11.4	-0.3
O=C(NCCOc1ccccc1F)c1cccc(S(=O)(=O)N2CCN(c3ccccc3)CC2)c1	0.5	3.9	.	-10.1	3.1	1.6	102.8	3.4	-25.1	-13.8	6.8
COc1ccc(C(=O)NC2CCN(Cc3ccccc3)C2)cc1S(=O)(=O)N1CCOCC1 (stereo unspecified)	1.9	-1.0	-3.9	0.8	1.2	2.0	-11.3	4.4	4.2	1.6	2.3
COc1ccc(CNC(=O)CN(Cc2ccccc2Cl)C(=O)c2csnn2)cc1	0.3	-1.1	-6.0	-1.9	-1.4	2.9	-8.4	0.8	7.5	-5.1	-1.7
N=C1/C(=C\c2ccc(OC(=O)c3ccco3)cc2)C(=O)N=C2SC=NN12	.	2.2	-6.5	-7.4	2.8	.	.	3.9	-15.4	2.1	14.8
COc1ccccc1C(CCNS(=O)(=O)c1ccc(C)cc1)c1ccco1 (stereo unspecified)	-0.1	5.9	-9.4	-12.8	0.7	1.0	-7.4	20.1	-42.1	-5.7	5.2
Cc1noc(C)c1C(=O)OCC(=O)Nc1ccccc1SCC#N	-2.8	-2.0	-3.2	-9.3	3.7	1.6	4.9	18.4	7.9	-15.4	-11.2
C=CCNC(=O)CSc1nnc(-c2cccs2)o1	-0.5	-2.4	.	8.3	1.4	3.8	-13.4	1.0	11.8	2.0	-0.4
O=C(Cn1cnc2ccccc2c1=O)NCC(=O)N1CCOCC1	1.1	0.2	-11.1	-8.8	3.0	1.4	-6.7	-0.5	-1.6	-2.9	4.3
Cc1ccc(-c2cc(-c3c(C)nn(C)c(=O)c3N)[nH]n2)cc1	-0.4	-1.4	12.5	-3.7	2.1	1.0	-17.6	7.2	7.2	-7.9	-3.6
CC(C)=CCc1c(O)cc2c(c1O)C(=O)CC(c1ccccc1)O2 (stereo unspecified)	0.0	6.2	-36.8	-17.2	1.2	2.0	13.5	24.2	-31.5	-5.9	5.2
CC1=C(C(=O)Nc2ccc(C)cc2C)C(c2cccc(Cl)c2)n2nc(C(=O)OC(C)C)nc2N1 (stereo unspecified)	0.9	-2.2	2.3	-3.5	3.7	0.9	-7.7	-3.9	13.2	3.2	0.1
O=C(O)CCN(Cc1ccccc1)S(=O)(=O)c1ccc(Cl)cc1F	0.4	-3.2	.	0.6	2.9	0.3	-13.1	4.8	15.3	10.5	2.3
COc1ccc(CCN2C(=O)CC(C(N)=O)SC2=Nc2ccc(F)cc2)cc1OC (stereo unspecified)	-1.6	-0.1	15.1	-10.8	3.1	-0.7	-26.1	-17.3	0.5	-6.6	-3.3
NS(=O)(=O)c1ccc(-c2ccc(/C=N/NC(=O)c3ccc([N+](=O)[O-])cc3)o2)cc1	2.6	4.1	-0.9	-9.7	0.5	3.6	311.1*	16.6	-21.5	-9.3	-1.8
NNC(=O)c1cc(C2CC2)nc2ccc(Br)cc12	.	1.6	15.8	-2.1	3.1	.	-5.1	6.2	-7.5	-0.3	-2.1
COc1ccc(C2C3=C(NCCN=C3c3ccccc3)C(=O)N2c2ccccc2)c(OC)c1 (stereo unspecified)	1.2	-0.6	-18.8	-2.8	3.7	2.1	127.5	11.9	3.3	-4.1	-6.5
Cc1cc(Br)c(OCc2ccc(C(=O)N/N=C/c3ccc[nH]3)cc2)c(Br)c1	0.5	9.2	-41.5	9.2	2.4	-1.1	7.8	-4.3	-36.6	-6.1	-7.6
Cc1ccc(CN2CCSc3ccc(C(=O)N4CCN(c5ncccn5)CC4)cc32)cc1	-1.6	2.7	18.5	-5.6	.	-0.8	8.5	-12.8	-14.5	-0.9	-5.8
COC(=O)C1Cc2c([nH]c3ccccc23)C(C)N1 (stereo unspecified)	-2.0	-1.4	.	-20.5	2.6	0.2	4.1	-2.0	6.9	-6.7	-0.9
COc1ccc(-n2ccnc2SCC(=O)Nc2ccc(OC)cc2OC)cc1	1.0	-0.9	19.6	3.6	0.2	2.5	0.4	-26.9	3.9	7.1	2.6
CS(=O)(=O)N(Cc1ccccc1)c1ccc(C(=O)NN=C2CCCCCC2)cc1	2.8	-0.7	19.9	-8.4	3.4	-0.4	-0.2	-3.6	3.8	4.2	-9.9
S=C(N/N=C1\C2CN3CCN(C2)CC1(c1ccccc1)C3)Nc1ccccc1	-1.8	-5.3	45.7	-3.0	3.5	1.1	278.2	-31.7	23.7	-1.8	-2.9
Cc1ccc(CN2CC(C(=O)Nc3ccc(F)c([N+](=O)[O-])c3)CC2=O)cc1 (stereo unspecified)	-1.9	-2.4	-3.2	-0.9	1.7	3.2	-3.3	-18.9	11.1	-1.4	-6.8
SMILES	Ecoli viability	MOR-DOR ag	PfHsp90 set2	PKA-R2B act	phage Ecoli inh	AddAB inh	SUMO Mot1 rescue	HTR5A inv ag	MOR-DOR inv ag	PKA-R1A act	Tat transport
C/C(=N\N1CCN(c2ccccc2)CC1)c1ccco1	-1.8	0.7	23.1	2.4	4.1	0.0	202.0	-5.3	-3.7	0.3	5.9
Cc1ccc(NC(=O)C[n+]2cc(-c3ccccc3)n3c2CCC3)c(C)c1	4.8	-1.5	3.6	6.6	1.8	1.5	-1.6	-18.5	7.6	2.5	4.9
COc1ccc(CC(=O)Nc2nc(C)cs2)cc1	-2.0	-1.9	7.5	-4.5	-1.3	-0.6	-11.6	11.4	9.2	4.6	0.6
Cc1nc(C)c(C(=O)N/N=C/c2ccco2)s1	-2.0	-2.6	0.4	1.9	4.0	2.2	-6.3	-4.0	12.8	4.8	3.8
Cc1ccc(C2N(c3nccs3)C(=O)C3CCCN32)cc1 (stereo unspecified)	1.2	-2.6	-9.0	-1.0	1.7	-0.6	0.7	-1.3	15.8	0.3	-9.3
N[C@@H](CO)c1nnc([C@H](CCC(=O)O)NC(=O)C2CCNCC2)o1	1.4	-2.6	-0.7	4.2	-0.4	3.1	-5.8	5.3	14.7	-13.0	-3.5
N#Cc1c(NC(=O)CSc2ncnc3sccc23)oc(-c2ccco2)c1-c1ccco1	0.2	1.1	-15.4	-8.4	2.5	-0.3	-1.6	-6.0	-6.5	11.6	-0.7
Cc1ccc(Cc2c(C)[nH]c(=S)[nH]c2=O)cc1	1.1	-1.7	-2.3	-5.0	3.5	0.5	-14.8	-22.0	8.8	0.5	-1.1
Cc1cccc(NC(=S)NN2CCN(C)CC2)c1	0.5	-2.4	.	4.2	4.4	4.1	-2.9	-15.4	11.7	5.9	5.6
Cc1ccccc1CN1C(=O)c2ccccc2Sc2ccc(C(=O)NCCCN3CCOCC3)cc21	-2.1	-1.5	7.3	-4.9	1.0	3.7	-4.5	-14.1	8.0	-18.7	9.2
Cc1ccc(S(=O)(=O)c2nc(-c3ccco3)oc2SCC(N)=O)cc1	1.1	0.3	-21.9	5.5	1.7	1.6	-14.6	-5.5	-2.0	1.9	1.0
O=C(COC(=O)c1ccco1)Nc1nc2ccc([N+](=O)[O-])cc2s1	-1.3	1.2	2.0	-1.9	0.3	0.8	-11.5	8.7	-6.6	-3.2	0.1
CCCCN1C(=O)/C(=C(/C#N)C(=O)N2CCCC2)c2ccccc21	2.6	-3.4	-32.8	0.8	1.8	-2.1	-25.1	-18.4	18.1	-4.7	3.8
COc1ccc(CCNC(=O)c2cc(S(=O)(=O)N3CCOCC3)cn2C)cc1OC	0.8	0.0	1.1	-3.1	2.3	3.5	-11.9	-21.7	-0.1	-7.2	-10.1
COCCn1c(SCC(=O)NNC(=O)c2ccccc2)nc2ccccc2c1=O	-1.0	-1.8	2.0	-2.9	2.8	2.5	-15.5	11.7	9.3	14.5	-6.5
CC(CCc1ccccc1)NC(=O)CNC(=O)N1CC(=O)Nc2ccccc21 (stereo unspecified)	-0.2	-2.3	-2.3	-9.3	1.0	2.8	-13.6	-3.0	11.6	-0.8	4.4
N#C/C(=C\c1ccc(F)c(F)c1)C(=O)NC1CCCCC1	-0.8	1.3	-1.8	-1.3	3.9	1.4	0.3	-8.1	-5.7	-3.6	4.7
COC(=O)c1cc(Cl)c(NC(=O)c2cc(OC)c(OC)c(OC)c2)cc1OC	-3.0	0.2	5.0	-1.4	0.7	-1.4	26.7	13.2	-1.2	-6.5	-0.7
COc1cc(Cl)c(C)cc1NC(=O)CSc1nnc(CCC(=O)O)c(=O)[nH]1	-2.2	-3.7	6.8	-12.7	2.7	2.6	-1.9	-11.2	18.1	2.3	1.3

Seven structures out of the list, arranged by length of the SMILES, descending:
SMILES	Ecoli viability	MOR-DOR ag	PfHsp90 set2	PKA-R2B act	phage Ecoli inh	AddAB inh	SUMO Mot1 rescue	HTR5A inv ag	MOR-DOR inv ag	PKA-R1A act	Tat transport
N#Cc1c(NC(=O)CSc2ncnc3sccc23)oc(-c2ccco2)c1-c1ccco1	0.2	1.1	-15.4	-8.4	2.5	-0.3	-1.6	-6.0	-6.5	11.6	-0.7
COC(=O)c1cc(Cl)c(NC(=O)c2cc(OC)c(OC)c(OC)c2)cc1OC	-3.0	0.2	5.0	-1.4	0.7	-1.4	26.7	13.2	-1.2	-6.5	-0.7
O=C(COC(=O)c1ccco1)Nc1nc2ccc([N+](=O)[O-])cc2s1	-1.3	1.2	2.0	-1.9	0.3	0.8	-11.5	8.7	-6.6	-3.2	0.1
CC(CCc1ccccc1)NC(=O)CNC(=O)N1CC(=O)Nc2ccccc21 (stereo unspecified)	-0.2	-2.3	-2.3	-9.3	1.0	2.8	-13.6	-3.0	11.6	-0.8	4.4
N#C/C(=C\c1ccc(F)c(F)c1)C(=O)NC1CCCCC1	-0.8	1.3	-1.8	-1.3	3.9	1.4	0.3	-8.1	-5.7	-3.6	4.7
Cc1ccc(C2N(c3nccs3)C(=O)C3CCCN32)cc1 (stereo unspecified)	1.2	-2.6	-9.0	-1.0	1.7	-0.6	0.7	-1.3	15.8	0.3	-9.3
Cc1nc(C)c(C(=O)N/N=C/c2ccco2)s1	-2.0	-2.6	0.4	1.9	4.0	2.2	-6.3	-4.0	12.8	4.8	3.8

Source: PubChem
